Growth percent in the NCI-60 one-dose screen (48 h, 10 µM unless noted): 100 = growth as untreated, 0 = no growth, -100 = all killed.
UACC-62: UACC-62 melanoma; AID 1794756; actives 5.4% (n = 81,000)
SK-MEL-5: SK-MEL-5 melanoma. actives 6.4% (n = 80,000). AID 1794755
MALME-3M: MALME-3M melanoma; actives 5.8% (n = 78,000); AID 1794766
A549/ATCC: A549/ATCC NSCLC; actives 3.7% (n = 81,000); AID 1794740
M14: M14 melanoma; actives 6.2% (n = 80,000)
SK-MEL-2: SK-MEL-2 melanoma; actives 4.7% (n = 77,000); AID 1794763
UACC-257: UACC-257 melanoma | actives 4.4% (n = 78,000) | AID 1794764
EKVX: EKVX NSCLC. actives 3% (n = 71,000)
An asterisk follows results filed as active; & = joins results of further samples. The calls were made as follows: active = growth percent below 10; inactive = the rest.

How did COc1ccc(C(Nc2cccc(C)c2)C(=O)NC2CCCCC2)c(OC)c1OC (stereo unspecified) do in these assays?
UACC-62: 88; SK-MEL-5: 98; MALME-3M: 108; A549/ATCC: 98; M14: 102; SK-MEL-2: 92; UACC-257: 89; EKVX: 100

Results for Cc1ccc2c(n1)C(=O)C(Cl)=C(Nc1cccc(C(=O)OC(C)(C)C)c1)C2=O ?
UACC-62: 91; SK-MEL-5: 88; MALME-3M: 127; A549/ATCC: 106; M14: 97; SK-MEL-2: 115; UACC-257: 72; EKVX: 86

What do the screens show for `COc1cc(C2CC(c3ccc(Cl)cc3)=NN2)ccc1Oc1ccnc2cc(Cl)ccc12` (stereo unspecified)?
UACC-62: 86; SK-MEL-5: 85; MALME-3M: 77; A549/ATCC: 87; M14: 101; SK-MEL-2: 108; UACC-257: 104; EKVX: 77

How did CCOc1ncnc2c1ncn2[C@H]1CC2C(CO)C1C[C@@H]2Cl (stereo partly specified) do in these assays?
UACC-62: 104; SK-MEL-5: 100; MALME-3M: 96; A549/ATCC: 99; M14: 111; SK-MEL-2: 108; UACC-257: 106; EKVX: 96

How did O=C(COc1ccccc1)Nc1ccc2oc(=O)ccc2c1 do in these assays?
UACC-62: 98; MALME-3M: 114; A549/ATCC: 87; M14: 107; SK-MEL-2: 93; UACC-257: 87; EKVX: 100

How did CN1CCN(CCCOc2ccc3nc(Nc4ccc(F)c(F)c4)ccc3c2)CC1 do in these assays?
UACC-62: -67*; SK-MEL-5: -6.9*; MALME-3M: 3.1*; A549/ATCC: 16; M14: -53*; SK-MEL-2: 54; UACC-257: -53*; EKVX: 62

How did CCOC(=O)C1=C(C)NC(SCc2nc(C)c(C)nc2C)N=C1c1ccccc1 (stereo unspecified) do in these assays?
UACC-62: 82; SK-MEL-5: 99; MALME-3M: 97; A549/ATCC: 101; M14: 101; SK-MEL-2: 115; UACC-257: 105; EKVX: 94

What do the screens show for `CC(=O)Oc1ccc(C(C)=O)cc1`?
UACC-62: 98; SK-MEL-5: 104; MALME-3M: 104; A549/ATCC: 71; M14: 105; SK-MEL-2: 95; UACC-257: 77; EKVX: 107

Results for CC1=N/C(=C\c2ccc(-c3ccccc3)cc2)C(=O)O1 ?
UACC-62: 103; SK-MEL-5: 99; MALME-3M: 91; A549/ATCC: 111; M14: 96; SK-MEL-2: 115; UACC-257: 124; EKVX: 91

Results for Nc1nc(-c2nnc(NCc3ccccc3)s2)cs1 ?
UACC-62: 115; SK-MEL-5: 100; MALME-3M: 88; A549/ATCC: 101; M14: 101; SK-MEL-2: 98; UACC-257: 89

How did COc1cc(-c2conc2-c2ccccc2)c(OC)c2c1OCO2 do in these assays?
UACC-62: 87; SK-MEL-5: 104; MALME-3M: 106; A549/ATCC: 93; M14: 91; SK-MEL-2: 95; UACC-257: 97; EKVX: 88

How did Cc1cccc(C(=O)NNC(=O)c2c(C)[nH]c(-c3nc4ccccc4[nH]3)c2C)c1 do in these assays?
UACC-62: 97; SK-MEL-5: 99; MALME-3M: 95; A549/ATCC: 105; M14: 104; SK-MEL-2: 104; UACC-257: 98; EKVX: 103

How did Cc1ccc(Cc2cnc(NC(=O)C3=NCCCCN3)s2)cc1 do in these assays?
UACC-62: 94; SK-MEL-5: 102; MALME-3M: 109; A549/ATCC: 109; M14: 103; SK-MEL-2: 119; UACC-257: 109; EKVX: 107

How did Nc1nc(N)c(N=Nc2ccc(C(=O)O)cc2)c(N)n1 do in these assays?
UACC-62: 94; SK-MEL-5: 100; MALME-3M: 106; A549/ATCC: 52; M14: 98; SK-MEL-2: 97; UACC-257: 31; EKVX: 100

How did CC(=O)N1CCN(c2cc3c(cc2F)c(=O)c(C(=O)NO)cn3C2CC2)CC1 do in these assays?
UACC-62: 99; SK-MEL-5: 105; MALME-3M: 99; A549/ATCC: 83; M14: 102; SK-MEL-2: 100; EKVX: 102

What do the screens show for `O=C(Nc1ccccc1)Oc1c(Cl)c(Cl)c(Cl)c(Cl)c1Cl`?
UACC-62: 90&89; SK-MEL-5: 96&101; MALME-3M: 104&89; A549/ATCC: 92&106; M14: 95&101; SK-MEL-2: 101&96; UACC-257: 103&109; EKVX: 87&98

Results for COc1cc(-c2noc(-c3ccccc3N)n2)cc(OC)c1OC ?
UACC-62: 88; SK-MEL-5: 93; MALME-3M: 97; A549/ATCC: 89; M14: 88; SK-MEL-2: 99; UACC-257: 98; EKVX: 76

How did Cc1ccc(S(=O)(=O)C(C)C(=O)Nc2ccc(S(N)(=O)=O)cc2)cc1 (stereo unspecified) do in these assays?
UACC-62: 104; SK-MEL-5: 99; MALME-3M: 99; A549/ATCC: 105; M14: 105; SK-MEL-2: 100; UACC-257: 104; EKVX: 96

What do the screens show for `Cc1oc(=O)oc1CN1CCN(c2cc3c(cc2F)c(=O)c(C(=O)O)c2n3C(C)C2)CC1` (stereo unspecified)?
UACC-62: 99; SK-MEL-5: 104; MALME-3M: 113; A549/ATCC: 98; M14: 112; UACC-257: 99; EKVX: 109

What do the screens show for `Clc1ccc(CNc2nc(SCCN3CCOCC3)nc3c2cnn3CC(Cl)c2ccc(Br)cc2)cc1` (stereo unspecified)?
UACC-62: 57; SK-MEL-5: 42; MALME-3M: 1.9*; A549/ATCC: 23; M14: 37; SK-MEL-2: 34; UACC-257: 33; EKVX: 32

How did N=C(N)c1ccc(-c2ccc(-c3ccc(Cl)cc3)o2)nc1 do in these assays?
UACC-62: -97*; SK-MEL-5: -99*; MALME-3M: -66*; A549/ATCC: -83*; M14: -88*; SK-MEL-2: -91*; UACC-257: -89*

What do the screens show for `O=C1c2ccccc2C(=O)N1c1ccccc1Cl`?
SK-MEL-5: 104; MALME-3M: 81; A549/ATCC: 95; M14: 105; SK-MEL-2: 96; UACC-257: 100; EKVX: 103

How did Cn1cc(-c2csc(-c3cn(CCNC(=O)OC(C)(C)C)c4ccc(F)cc34)n2)c2cccnc21 do in these assays?
SK-MEL-5: 24; MALME-3M: 83; A549/ATCC: 63; M14: 52; SK-MEL-2: 82; UACC-257: 94; EKVX: 56

Results for CCOP(=O)(CCCCN1C(=O)c2ccccc2C1=O)OCC ?
UACC-62: 102; SK-MEL-5: 109; MALME-3M: 106; A549/ATCC: 102; M14: 107; SK-MEL-2: 98; UACC-257: 97; EKVX: 98

A draw from above in order of molecular weight, rising.
What do the screens show for `O=C1c2ccccc2C(=O)N1c1ccccc1Cl`?
SK-MEL-5: 104; MALME-3M: 81; A549/ATCC: 95; M14: 105; SK-MEL-2: 96; UACC-257: 100; EKVX: 103

Results for COc1cc(-c2noc(-c3ccccc3N)n2)cc(OC)c1OC ?
UACC-62: 88; SK-MEL-5: 93; MALME-3M: 97; A549/ATCC: 89; M14: 88; SK-MEL-2: 99; UACC-257: 98; EKVX: 76

Results for CCOP(=O)(CCCCN1C(=O)c2ccccc2C1=O)OCC ?
UACC-62: 102; SK-MEL-5: 109; MALME-3M: 106; A549/ATCC: 102; M14: 107; SK-MEL-2: 98; UACC-257: 97; EKVX: 98

Next part:
Results for Nc1ccc(SCC(=O)O)cc1 ?
UACC-62: 94; SK-MEL-5: 99; MALME-3M: 101; A549/ATCC: 95; M14: 99; SK-MEL-2: 73; UACC-257: 96; EKVX: 102

What do the screens show for `CC1=C/C(=C(/c2ccccc2S(=O)(=O)O)c2cc(C)c(O)c(CN(CC(=O)O)CC(=O)O)c2C)C(C)=C(CN(CC(=O)O)CC(=O)O)C1=O`?
UACC-62: 105; SK-MEL-5: 101; MALME-3M: 103; A549/ATCC: 95; M14: 109; SK-MEL-2: 112; UACC-257: 98; EKVX: 102

How did O=c1ccc(=O)n(-c2nc(-c3ccc(-c4csc(-n5[nH]c(=O)ccc5=O)n4)cc3)cs2)[nH]1 do in these assays?
UACC-62: 96; SK-MEL-5: 99; MALME-3M: 97; A549/ATCC: 105; M14: 101; SK-MEL-2: 108; UACC-257: 102; EKVX: 102

What do the screens show for `CCOc1cccc(/C=N/NC(=O)c2ccc(Nc3ccnc(C(F)(F)F)c3)cc2)c1O`?
UACC-62: -6.2*; SK-MEL-5: -54*; MALME-3M: 20; A549/ATCC: 18; M14: -20*; UACC-257: 12; EKVX: 15

What do the screens show for `O=C(Nc1ccccc1)Nc1ccc(Nc2ncnc3sc4c(c23)CCOC4)cc1`?
UACC-62: 57; SK-MEL-5: 69; MALME-3M: 78; A549/ATCC: 64; M14: 72; UACC-257: 60; EKVX: 88

Results for CCN(CC)CCOC(=O)c1ccc(N=Nc2ccc(O)c(OC)c2)cc1 ?
UACC-62: 100; SK-MEL-5: 92; MALME-3M: 97; A549/ATCC: 91; M14: 103; SK-MEL-2: 88; UACC-257: 97; EKVX: 99

Results for COc1ccc(/C(C)=N\O)cc1 ?
UACC-62: 98; SK-MEL-5: 106; MALME-3M: 106; A549/ATCC: 101; M14: 105; SK-MEL-2: 96; UACC-257: 99; EKVX: 97

Results for CC(=O)CCS(=O)c1ccccc1 (stereo unspecified) ?
UACC-62: 100; SK-MEL-5: 102; MALME-3M: 97; A549/ATCC: 96; M14: 105; SK-MEL-2: 97; UACC-257: 100; EKVX: 106

Results for COc1cc(C2NC(c3ccc(Cl)cc3)C(C)/C(=N/NC(N)=S)C2C)cc(OC)c1OC (stereo unspecified) ?
UACC-62: 94; SK-MEL-5: 79; MALME-3M: 73; A549/ATCC: 95; M14: 93; SK-MEL-2: 84; UACC-257: 103; EKVX: 107

Results for Cn1ccc2c1-c1[nH]c(=O)c(S(=O)(=O)c3ccccc3)cc1CCC2 ?
UACC-62: 92; SK-MEL-5: 102; MALME-3M: 108; A549/ATCC: 95; M14: 104; SK-MEL-2: 99; UACC-257: 97

How did COc1ccccc1N1C(N)=NC(N)=NC1(C)C do in these assays?
UACC-62: 105; SK-MEL-5: 104; MALME-3M: 97; A549/ATCC: 102; M14: 119; SK-MEL-2: 104; UACC-257: 99; EKVX: 100

How did Cc1ccc2cccnc2c1NS(=O)(=O)c1ccc(Cl)cc1Cl do in these assays?
UACC-62: 77; SK-MEL-5: 83; MALME-3M: 73; A549/ATCC: 90; M14: 97; SK-MEL-2: 100; UACC-257: 93; EKVX: 97

Structures listed so far that have an aryl thioether with sulfur outside any ring (2):
What do the screens show for `Clc1ccc(CNc2nc(SCCN3CCOCC3)nc3c2cnn3CC(Cl)c2ccc(Br)cc2)cc1` (stereo unspecified)?
UACC-62: 57; SK-MEL-5: 42; MALME-3M: 1.9*; A549/ATCC: 23; M14: 37; SK-MEL-2: 34; UACC-257: 33; EKVX: 32

Results for Nc1ccc(SCC(=O)O)cc1 ?
UACC-62: 94; SK-MEL-5: 99; MALME-3M: 101; A549/ATCC: 95; M14: 99; SK-MEL-2: 73; UACC-257: 96; EKVX: 102

Continued:
How did N#CS/C=C/SC#N do in these assays?
UACC-62: 100; SK-MEL-5: 110; MALME-3M: 99; A549/ATCC: 110; M14: 108; SK-MEL-2: 110; UACC-257: 107; EKVX: 112

What do the screens show for `N=C(N)c1ccc(-c2ccc(-c3cncc4ccccc34)s2)cc1F`?
UACC-62: -91*; SK-MEL-5: -99*; MALME-3M: -81*; A549/ATCC: -77*; M14: 96; SK-MEL-2: -40*; UACC-257: 111; EKVX: -77*

What do the screens show for `O=C1c2ccccc2C(=O)N1CCS`?
UACC-62: 116; SK-MEL-5: 106; MALME-3M: 113; A549/ATCC: 103; M14: 108; SK-MEL-2: 95; UACC-257: 99; EKVX: 117

Results for CCN1CCN(CC(=O)NC2CCCCC2)C(=O)/C=C\C1=O ?
UACC-62: 99; SK-MEL-5: 95; MALME-3M: 95; A549/ATCC: 106; M14: 100; SK-MEL-2: 106; EKVX: 101

Results for O=C(/C=C/N1CCc2c(ncnc2NC2CC2)C1)c1ccccc1O ?
UACC-62: 75; SK-MEL-5: 75; MALME-3M: 67; A549/ATCC: 86; M14: 88; SK-MEL-2: 109; UACC-257: 89

Results for CCN(CC)c1ccc(C=NCc2ccco2)c(O)c1 ?
UACC-62: 103; SK-MEL-5: 102; MALME-3M: 110; A549/ATCC: 88; M14: 107; SK-MEL-2: 103; UACC-257: 82; EKVX: 102

How did COc1ccc(C2=C/C(=C\c3cc(OC)c(OC)c(OC)c3)C(=O)NN2C(=S)NN)cc1 do in these assays?
UACC-62: 96; SK-MEL-5: 96; A549/ATCC: 99; M14: 99; SK-MEL-2: 99; UACC-257: 104; EKVX: 97

How did CCCCS(=O)(=O)OCc1cc(=O)c(O)co1 do in these assays?
UACC-62: 95; SK-MEL-5: 95; MALME-3M: 97; A549/ATCC: 98; M14: 94; SK-MEL-2: 93; UACC-257: 93; EKVX: 99

Results for CC12CCC(CC1O)C2C(=O)O (stereo unspecified) ?
UACC-62: 102; SK-MEL-5: 105; MALME-3M: 113; A549/ATCC: 98; M14: 117; SK-MEL-2: 103; UACC-257: 103; EKVX: 101

Results for CCC(C(=O)O)=C1CCCCC1 ?
UACC-62: 94; SK-MEL-5: 100; A549/ATCC: 95; M14: 103; SK-MEL-2: 93; UACC-257: 92; EKVX: 114

How did O=S(=O)(NS(=O)(=O)c1ccc(Cl)cc1)c1ccc(Cl)cc1 do in these assays?
UACC-62: 109; MALME-3M: 99; A549/ATCC: 109; M14: 101; SK-MEL-2: 129; UACC-257: 109; EKVX: 121

What do the screens show for `COc1ccc(Cl)cc1NC(=O)c1cc2c(n1C)-c1nc(N)sc1CC2`?
UACC-62: 87; SK-MEL-5: 93; MALME-3M: 87; A549/ATCC: 79; M14: 84; SK-MEL-2: 80; UACC-257: 85; EKVX: 71

How did Oc1cccnc1Cl do in these assays?
UACC-62: 95; SK-MEL-5: 100; MALME-3M: 108; A549/ATCC: 77; M14: 98; SK-MEL-2: 95; UACC-257: 76; EKVX: 108
